Mm-Cpn inhibitor = Inhibitors of TCP-1 ring complex (TRiC) of Methanococcus maripaludis (MmCpn): qHTS | 0.031% of 330,000 active | purified Mm-Cpn ATPase, ADP Transcreener TR-FRET | AID 504842, 2011 | Potency, µM (doses to about 76.9 µM), inactives show at the top dose activity, negative = inhibition, actives largely listed as inhibitors | Chaperonin Mm-Cpn (Methanococcus maripaludis); also: potency is read from the fitted curve at half-maximal effect; % is scaled to controls: 0 for no effect and ±100 for the full control effect; nearly all actives have a fitted effect of over 80% in size
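Measured: ADP formation by purified Mm-CPN. Conditions: 25 nM protein, 10 uM ATP, Tris pH 7.4 with Mg2+, K+ and DTT, 37°C for 30 min. Detection: Transcreener HTRF after 30 min at room temperature.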
GLP1R inv ag = qHTS of GLP-1 Receptor Inverse Agonists (Inhibition Mode). Glucagon-like peptide 1 receptor (Homo sapiens), P43220. 1.6% of 410,000 active. AID 624417, 2012. Potency, µM (top dose mostly 38.3 µM), inactives show at the top dose activity change, negative = inhibition, hits mostly inhibitors. HEK293 GLP-1R CRE-luciferase, luminescence, 24 h; GLP-1R form is constitutively active; also: potency is read from the fitted curve at half-maximal effect; % is scaled to controls: 0 for no effect and ±100 for the full control effect; nearly all actives have a fitted effect of over 55% in size
Target sequence (P43220 whole entry, looked up): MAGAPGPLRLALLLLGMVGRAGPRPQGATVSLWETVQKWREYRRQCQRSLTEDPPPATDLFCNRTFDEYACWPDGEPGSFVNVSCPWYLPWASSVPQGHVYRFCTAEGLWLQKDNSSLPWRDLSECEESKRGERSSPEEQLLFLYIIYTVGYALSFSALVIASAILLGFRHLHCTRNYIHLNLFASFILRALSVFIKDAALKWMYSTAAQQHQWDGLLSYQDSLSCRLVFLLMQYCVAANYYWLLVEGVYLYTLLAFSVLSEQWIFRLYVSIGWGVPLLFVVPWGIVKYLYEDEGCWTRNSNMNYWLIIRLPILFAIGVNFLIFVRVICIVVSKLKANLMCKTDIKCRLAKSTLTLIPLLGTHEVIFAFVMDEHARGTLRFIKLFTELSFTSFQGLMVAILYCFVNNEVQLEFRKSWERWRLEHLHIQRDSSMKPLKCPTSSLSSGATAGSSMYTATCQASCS
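Luminescence readout: a drop in cAMP-driven luciferase signal flags inverse agonism at a constitutively active GLP-1R stably expressed in HEK293. Compound exposure lasted 24 hr at 37 deg C, 5% CO2.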
Akt phos inh = HTS Assay for Inhibitors of Akt Phophorylation: Primary Screen; AID 651550, 2012; 0.32% of 360,000 active; Neuro2A IGF-stimulated pAkt S473 HTRF, 20 min; stronger effect = lower value; activity change, % for hits at 50 µM; in the data active = activity change below about -80%; inconclusive = mostly about -51% to -80%; also: % is scaled to controls: 0 for no effect and ±100 for the full control effect
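Neuro2A cells in DMEM with 0.5% FBS, overnight at 37 deg C, given compound at single 50 µM final, then IGF (6 nM final) for 20 min at 37 deg C. Lysed; phospho-Akt Ser473 by HTRF after 24 h, 665/615 ratio.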
Abeta yeast res = qHTS for compounds that reverse cellular toxicity of Amyloid beta (A-beta) peptide in yeast: Primary Screen | yeast expressing A-beta42, growth rescue, OD600, 48 h; response scale: 0% DMSO, 100% iron-clioquinol control | Potency, µM (top dose mostly 46.1 µM), for the others: at the highest dose growth rescue, actives largely listed as activators | 0.063% of 410,000 active; also: potency is read from the fitted curve at half-maximal effect; nearly all actives have a fitted effect of over 55% in size
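Growth rescue measured by 600 nm absorbance after 48 h yeast culture at 30 C with compound. Values normalized between DMSO and an equimolar ferric chloride plus clioquinol control.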
GLP1R cytotox = qHTS of GLP-1 Receptor Inverse Agonists: Cytotox Screen; HEK293 cAMP-luciferase reporter cells, luminescence, 24 h; Potency, µM (doses to about 38.3 µM), without a hit: at the top dose activity change, negative = inhibition, actives largely listed as inhibitors; 0.13% of 410,000 active;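 also: loss of luciferase light is scored as toxicity; potency is read from the fitted curve at half-maximal effect; % is scaled to controls: 0 for no effect and ±100 for the full control effect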
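Step one: seed cells (200 cells/uL, DMEM with 10% Nu serum, 1% pen-strep). Step two: 12-hour incubation at 37 deg C. Step three: pin 23 nL compound, incubate 24 hr. Step four: add luciferase reagent, read luminescence 12 min later.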
PTHR1 agonist = qHTS for PTHR1 Agonists: Primary Screen; 0.075% of 410,000 active; HEK293 GP2 PTHR1 cells, GloSensor cAMP luminescence, 1 h; Parathyroid hormone/parathyroid hormone-related peptide receptor (Homo sapiens), Q03431; AID 743266, 2014; Potency, µM (doses to about 115 µM), without a hit: at the top dose activation, hits mostly activators; also: potency is read from the fitted curve at half-maximal effect; nearly all actives have a fitted effect of over 55% in size; some results filed as inactive show a strong effect at the top dose; inactives centre near -15; many of its hits are not listed in these tables
Target sequence (Q03431 whole entry, looked up): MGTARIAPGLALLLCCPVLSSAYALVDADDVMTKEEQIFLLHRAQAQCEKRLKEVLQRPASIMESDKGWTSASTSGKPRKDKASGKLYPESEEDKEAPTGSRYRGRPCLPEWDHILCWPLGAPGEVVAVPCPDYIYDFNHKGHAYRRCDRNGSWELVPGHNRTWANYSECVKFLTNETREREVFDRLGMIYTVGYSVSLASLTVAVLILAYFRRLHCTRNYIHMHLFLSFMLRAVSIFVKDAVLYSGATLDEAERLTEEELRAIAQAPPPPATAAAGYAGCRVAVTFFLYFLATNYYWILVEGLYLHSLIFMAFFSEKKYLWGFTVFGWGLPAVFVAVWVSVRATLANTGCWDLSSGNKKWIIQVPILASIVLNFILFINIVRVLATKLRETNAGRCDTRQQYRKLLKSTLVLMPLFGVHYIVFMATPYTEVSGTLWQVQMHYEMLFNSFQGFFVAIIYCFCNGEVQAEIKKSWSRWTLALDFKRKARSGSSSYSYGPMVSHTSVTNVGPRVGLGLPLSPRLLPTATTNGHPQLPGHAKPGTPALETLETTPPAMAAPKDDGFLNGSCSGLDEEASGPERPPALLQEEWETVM
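HEK-293-derived GP2 cells expressing PTHR1 and a GloSensor cAMP reporter, 3,000/well, plated overnight, given luciferin plus IBMX (each 0.5 mM as added) for 1 h at 37 °C, then compound for 1 h at 37 °C. Luminescence was read after 15 min at room temperature.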
FUS suppressor = qHTS for Suppressors of FUS Proteinopathy: Primary screen using FUS-linked yeast assay | AID 1347120, 2019 | Potency, µM (highest dose often 76.6 µM), for inactives: at the highest dose growth rescue (activation), actives largely listed as activators | 0.24% of 390,000 active | S. cerevisiae FUS-expressing, growth rescue, OD600, 24 h;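 also: potency is read from the fitted curve at half-maximal effect; plate controls were DMSO vehicle for no effect and reference control for full effect; nearly all actives have a fitted effect of over 55% in size; some results filed as inactive show a strong effect at the top dose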
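Restored growth of FUS-toxic S. cerevisiae, read as 600 nm absorbance after 24 h at 30C in galactose medium (starting OD 0.005). Controls CP55940 and DMSO.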
aSyn yeast inh = qHTS of alpha-syn Inhibitors; Yeast expressing alpha-synuclein, growth rescue, BacTiter-Glo, 24 h; Potency, µM (top dose mostly 46.1 µM), for the others: top-dose growth rescue (activation), hits mostly activators; 0.14% of 370,000 active; also: potency is read from the fitted curve at half-maximal effect; % of control where 0% means no effect; nearly all actives have a fitted effect of over 65% in size
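Screening used galactose-induced yeast with toxic alpha-synuclein levels, exposed to compound for 24 hr at 30 deg C. Cell growth, read with BacTiter-Glo luminescence, gave the measured signal.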
TDP43 rescue = qHTS of TDP-43 Inhibitors; Potency, µM (titrated, usually from 46.1 µM), without a hit: top-dose growth rescue (activation), most hits filed as activators; AID 652104, 2013; 1.8% of 410,000 active; TDP-43 expressing yeast growth rescue, BacTiter-Glo, 24 h; also: potency is read from the fitted curve at half-maximal effect; % of control where 0% means no effect; nearly all actives have a fitted effect of over 50% in size
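In this qHTS, compounds that restore growth of yeast expressing TDP-43 appear as activators. Cells (OD600=0.02, galactose medium, raffinose-pregrown) are incubated with compound 24 hr at 30 deg C and growth is quantified by BacTiter-Glo.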
The depositor's hits bear a star; i = inactive; u = inconclusive; x = no result given; & = joins results of further samples; [ ] = remark or other dose. Unless noted, calls follow the shape of the dose curve; as a rule, active = well fitted curve in the direction sought with a large enough effect; inconclusive = small, poorly fitted or top-dose-only effect, or another doubt; inactive = no such curve, though single readings can be large; an effect the other way counts as inactive or inconclusive. This is a subset; count on the stated rates, not on these rows.

compound,Mm-Cpn inhibitor,GLP1R inv ag,Akt phos inh,Abeta yeast res,GLP1R cytotox,PTHR1 agonist,FUS suppressor,aSyn yeast inh,TDP43 rescue
Cc1ccc(S(=O)(=O)N2CCN(C(=O)c3ccccc3Cc3ccccc3)CC2)c(C)c1,0%,u,i,11%,-11%,-28%,17%,14%,u
Cc1cc(=O)oc2cc(OCC(=O)Nc3c(C)n(C)n(-c4ccccc4)c3=O)c(Cl)cc12,-3%,6%,i,6%,4%,i,5%,-1%,15%
COc1cccc2c1[C@@H]1CN(CCCCn3c(=O)[nH]c4c(sc5ncc(-c6ccccc6)nc54)c3=O)C[C@@H]1CO2,-5%,10µM*,i,-80%[inhibitor],-22%,26%,45%,-54%&-71%[inhibitor],-6%
C/C(=N/NC(=O)c1ccoc1C)c1cccc(NC(=O)C(F)(F)F)c1,1%,12%,i,0%,-1%,-20%,x,12%,11%
COc1ccc(N2CCN(C(=O)CCCC(=O)c3ccccc3)CC2)cc1,0%,-18%,i,-10%,-2%,i,17%,-1%,0%
CCOc1ccc(-c2oc3ccc(C)cc3c(=O)c2O)cc1,x,8%,x,-23%,26%,-19%,-11%,x,10%
COc1cccc(/C=N/NC(=O)C(=O)Nc2ccccc2OC(F)(F)C(F)F)c1O,1%,u,i,4%,-28%,i,16%,22µM*,-2%
COc1ccc(CNC(=O)C2CCN(C(=O)c3ccc(-c4ccccc4)cc3)CC2)cc1,-1%,u,i,7%,14%,-13%,23%,0%,u
CCOC(=O)CC(=O)Nc1ncnc2c1C(c1ccccc1)c1c(ccc3ccccc13)O2 (configuration not stated),0%,x,x,4%,x,i,-9%,x,x
COc1c(Cl)cc(Cl)cc1CNCCNCC(C)O (configuration not stated),2%,0%,i,-6%,-8%,i,1%,0%,-8%
CCOc1ccccc1NC(=O)COC(=O)c1c(CC)noc1C,-2%,0%,i,12%,0%,i,12%,1%,16%
Cn1nc(C(=O)NNC(=O)CCOc2ccc(C(C)(C)C)cc2)c2ccccc2c1=O,-1%,9%,i,10%,-2%,i,u,11%,-1%
CCC1NC(=O)c2cc3ccccc3cc2-n2c1nc1cc(OC)c(OC)cc1c2=O (configuration not stated),x,15%,i,3%,-15%,-45%[inhibitor],15%,-4%,25%
CC1(c2nnnn2Cc2ccccc2)CCC(=O)N1Cc1cccnc1 (configuration not stated),x,18%,i,-15%,1%,i,-10%,-9%,21%
CC(=O)c1cccc(NC(=O)CSc2n[nH]c(=O)n2C2CC2)c1,-2%,19%,i,-9%,-5%,-9%,22%,-8%,-13%
CCOc1ccc(CCNC(=O)CN2C(=O)NC3(CCCC3)C2=O)cc1OCC,1%,4%,i,3%,-8%,-2%,15%,-4%,1%
CC(C)N(C(=O)[C@H]1C[C@H](CC(=O)NC(C)(C)C)C(=O)N2CCc3c([nH]c4ccc(Cl)cc34)[C@]12C)C(C)C,3%,11µM*,i,15%,-10%,i,u,u,u
COc1ccccc1CNC(=S)NCc1ccc(F)cc1,4%,u,i,u,-29%,-3%,17%,8%,18%
COc1ccc(Nc2oc(/C=C/c3ccccc3OC)nc2C#N)cc1,x,15%,x,-5%,59%[activator],-1%,23%,x,20%
O=C(CN(C(=O)c1csnn1)c1cccc(F)c1)NCc1ccc2c(c1)OCO2,0%,2%,i,-8%,-4%,i,-36%,0%,-5%
Cc1ccc(CC2CC(=O)N(Cc3ccco3)C2=O)cc1 (configuration not stated),2%,1%,i,8%,0%,-8%[57.5 µM],17%,0%,11%
CC1(C)CC(=O)C2=C(C1)N(Cc1ccco1)C(=O)C2(NC(=O)c1ccc(Cl)cc1Cl)C(F)(F)F (configuration not stated),-3%,u,i,6%,-1%,i,22%,2%,-18%
CCOC(=O)c1sc(NC(=O)c2ccc(C)o2)nc1C,-4%,2%,x,-25%,10%,-9%[57.5 µM],15%,-28%,-26%
C/C(=N\NC(=O)C1CCCN(S(=O)(=O)c2ccccc2)C1)c1ccncc1 (configuration not stated),1%,13%,i,7%,-1%,i,-1%,-3%,-5%
CCn1nc(C)c(CNC(=O)C2CCC(=O)N(CCc3ccc(Cl)cc3)C2)c1C (configuration not stated),0%,15%,i,-16%,1%,-18%,13%,-2%,0%
CC(=O)Nc1ccc(NC(=O)/C(Cl)=C/c2ccccc2)cc1,0%,-4%,i,2%[9.22 µM],-1%,-9%,-32%,4%,3%
CCN(C(=O)COn1nnc2ccc(S(=O)(=O)N(C)C)cc21)C1CCS(=O)(=O)C1 (configuration not stated),-1%,7%,i,-2%,4%,i,-22%,0%,11%
O=C(CCCC(=O)Nc1ccc(Br)cc1)N/N=C/c1ccccc1,1%,u,i,-7%,-13%,i,9%,-1%,16%
CC(C)c1ccc(N(C(=O)CNC(=O)c2ccco2)C(C(=O)NC2CCCC2)c2ccncc2)cc1 (configuration not stated),1%,-16%,i,-1%,-4%,i,12%,-4%,-4%
C[C@@H]1CN([C@@H](C)CO)C(=O)c2cc(Br)cnc2O[C@@H]1CN(C)C(=O)C1CCCCC1,x,-2%,i,10%,-18%,-16%,-8%,0%,18%

Among those listed so far, these contain a tert-butyl group.
compound,Mm-Cpn inhibitor,GLP1R inv ag,Akt phos inh,Abeta yeast res,GLP1R cytotox,PTHR1 agonist,FUS suppressor,aSyn yeast inh,TDP43 rescue
Cn1nc(C(=O)NNC(=O)CCOc2ccc(C(C)(C)C)cc2)c2ccccc2c1=O,-1%,9%,i,10%,-2%,i,u,11%,-1%
CC(C)N(C(=O)[C@H]1C[C@H](CC(=O)NC(C)(C)C)C(=O)N2CCc3c([nH]c4ccc(Cl)cc34)[C@]12C)C(C)C,3%,11µM*,i,15%,-10%,i,u,u,u

New compounds follow
compound,Mm-Cpn inhibitor,GLP1R inv ag,Akt phos inh,Abeta yeast res,GLP1R cytotox,PTHR1 agonist,FUS suppressor,aSyn yeast inh,TDP43 rescue
CCSc1cc(C)nc2ncnn12,1%,1%,i,-10%,-7%,i,-3%,-2%,9%
CCC(C(=O)NC1CCCC1)n1c(-c2ccnc3ccccc23)nc2ccccc21 (configuration not stated),x,11%,i,0%,2%,i,17%,0%,14%
NS(=O)(=O)c1cc(C(=O)OCC(=O)c2ccc3c(c2)OCCO3)ccc1Cl,-22%,-15%,i,-14%,-12%,-58%,4%,0%,-11%
COc1ccc(-c2csc(N(Cc3ccccc3)C(=O)COc3ccc(Cl)cc3)n2)cc1,-3%,2%,i,7%,5%,i,3%,-3%,0%
COc1ccc(CCn2c(=O)[nH]c3cc(C(=O)NCCCN4CCOCC4)ccc3c2=O)cc1OC,-3%,-10%,i,2%,-6%,-4%,-8%,-2%,-17%
O=C(CNS(=O)(=O)c1cccs1)NCCc1ccc(Cl)cc1,1%,-21%,i,-2%,-7%,-12%,-12%,-2%,5%
COc1ccc(CN2CCN(C(=O)CCC(=O)Nc3nnc(C4CCCCC4)s3)CC2)cc1F,2%,u,i,3%,-6%,-36%[inhibitor],1%,0%,8%
Cn1ncc(=S)[nH]c1=S,x,-12%,i,u,u,-21%,22%,-15%,8%
COC(=O)N/N=C/c1ccc(-c2cccc(Cl)c2)o1,2%,-29%,i,-24%,0%,i,12%,0%,u
O=C(NCc1ccc2c(c1)OCO2)c1ccc(N2CCCC2=O)cc1,0%,0%,i,14%,-10%,-14%,20%,-2%,1%
CCOC(=O)c1c[nH]n2c(=O)cc(C)nc12,1%,10%,i,3%,16%,i,10%,-2%,-5%
Cc1nnc(SCC(=O)N(C)C2CCS(=O)(=O)C2)n1Cc1ccccc1 (configuration not stated),-14%,36%[activator][7.66 µM],i,14%,8%[7.66 µM],i,-4%,2%,12%
COc1ccc(-c2cc(C(F)(F)F)n3nc(C(=O)Nc4sc5c(c4C(=O)OC(C)C)CCCC5)cc3n2)cc1OC,x,11%,x,1%,8%,-1%,-3%,x,7%
S=C(NC1CCCCC1)N1CCn2cccc2C1c1cccnc1 (configuration not stated),-11%,-14%,i,-28%,10%,-12%,21%,u,u
O=C(NNc1ccccn1)c1ccc(Cl)nc1,2%,26%,i,-12%,3%,i,-16%,0%,-4%
Cc1ccc(C)c(NC(=O)CSc2nc3c(c(=O)n2C)SC(C)C3)c1 (configuration not stated),-1%,-20%,i,-46%[inhibitor],2%,-49%[inhibitor],-2%,-4%,21%
O=C(O)CCCCCNS(=O)(=O)c1cccc2nsnc12,1%,6%,i,15%,-15%,-3%[57.5 µM],6%,7%,20%
CCN(C(=O)C1CCN(c2ncnc3c2nc2n3CCCCC2)CC1)c1cccc(Cl)c1,x,u,x,13%,-14%,-31%[inhibitor],30%,x,u
Cc1ccc(N=C2C(=O)Nc3ccccc32)cc1,4%,9%,i,7%,-17%,-21%,-36%,5%,-3%

Compound activity: PubChem BioAssay, National Center for Advancing Translational Sciences (NCATS)
